CBFb RUNX1 block: qHTS Assay for Compounds Blocking the Interaction Between CBF-beta and RUNX1 for the Treatment of Acute Myeloid Leukemia; 230,000 tested, under 10 active; Potency, µM (highest dose often 59.8 µM), for inactives: top-dose activity, negative = inhibition, most hits filed as inhibitors; AlphaScreen CBFb-His/RUNX1-biotin binding, biochemical; AID 1477, 2009; also: % of control where 0% means no effect
Target sequence (Q01196 whole entry, looked up): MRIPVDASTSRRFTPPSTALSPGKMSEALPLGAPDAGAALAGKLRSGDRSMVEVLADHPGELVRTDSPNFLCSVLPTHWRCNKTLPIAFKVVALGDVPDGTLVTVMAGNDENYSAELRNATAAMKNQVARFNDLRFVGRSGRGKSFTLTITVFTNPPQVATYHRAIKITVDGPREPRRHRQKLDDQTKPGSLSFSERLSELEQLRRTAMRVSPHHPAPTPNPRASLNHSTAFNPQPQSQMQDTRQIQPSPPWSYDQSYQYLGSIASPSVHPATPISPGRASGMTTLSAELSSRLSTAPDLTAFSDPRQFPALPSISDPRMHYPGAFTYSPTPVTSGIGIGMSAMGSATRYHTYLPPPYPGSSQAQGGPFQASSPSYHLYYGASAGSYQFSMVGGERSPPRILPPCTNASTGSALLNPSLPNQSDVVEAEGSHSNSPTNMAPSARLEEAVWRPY
Target sequence (Q13951 whole entry, looked up): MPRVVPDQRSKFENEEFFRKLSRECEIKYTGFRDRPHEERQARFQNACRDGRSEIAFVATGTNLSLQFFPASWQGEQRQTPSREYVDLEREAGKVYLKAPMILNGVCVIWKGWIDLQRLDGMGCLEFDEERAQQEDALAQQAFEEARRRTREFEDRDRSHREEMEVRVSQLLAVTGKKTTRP
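Bead-based AlphaScreen assay; binding partners His-tagged CBF-beta and biotinylated RUNX1 at 30 nM each. Compound exposure 15 min after a 20-min protein preincubation; bead step 90 min; all steps at room temperature.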
HttQ103 aggreg: qHTS Multiplex Assay to Identify Dual Action Probes in a Cell Model of Huntington: Aggregate Formation (GFP); PC12 HttQ103-GFP aggregates, Acumen cytometry, 40 h; AID 1688, 2009; hit rate 1.1% among 220,000; Potency, µM (doses to about 46.1 µM), without a hit: at the highest dose activity change, negative = inhibition, most hits filed as inhibitors; also: potency is read from the fitted curve at half-maximal effect; % is scaled to controls: 0 for no effect and ±100 for the full control effect; nearly all actives have a fitted effect of over 60% in size
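Aggregates are detected as GFP objects 1–25 µm with signal 6 STDEV over background in lysates of induced PC12 cells. These carry Huntingtin exon 1 with 103 glutamines fused to GFP under an ecdysone promoter; compounds titrated.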
LMNA splice mod: qHTS Assay for Modulators of Lamin A Splicing | HeLa LMNA splicing GFP/RFP minigene ratio, 48 h | Potency, µM (highest dose often 46.1 µM), for the others: at the top dose ratio change, negative = inhibition, usual class: inhibitors | hit rate 0.01% among 200,000 | AID 1487, 2009; active = well fitted inhibition curve with a large enough effect in the signal ratio, with a control signal flat, not every such curve was filed as active; inconclusive = small, poorly fitted or top-dose-only effect, or effect the other way, or a change in a side signal; the % refers to the signal ratio; also: potency is read from the fitted curve at half-maximal effect; % is scaled to controls: 0 for no effect and ±100 for the full control effect
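S3 HeLa cells stably expressing lamin A-EGFP splicing minigene plus DsRed2, 600 cells/well, 48 h compound exposure at 37C. Laser-scanning cytometry; analysed as GFP (500-530 nm)/RFP (575-640 nm) total intensity ratio; 0.5% DMSO vehicle.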
SMN2 splice enh: qHTS Assay for Enhancers of SMN2 Splice Variant Expression. HEK293 SMN2-luciferase splicing reporter, luminescence, 30-36 h. Potency, µM (series often up to 46.1 µM), without a hit: at the top dose activity change, positive = activation, usual class: activators. hit rate 2.8% among 210,000. AID 1458, 2008; also: potency is read from the fitted curve at half-maximal effect; % of control where 0% means no effect; nearly all actives have a fitted effect of over 55% in size
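qHTS luciferase splicing reporter: luminescence rises when SMN2 exon 7 is included in transfected HEK293 cells. Compound exposure lasted 30-36 h at 37C, with 4.5 mM final sodium butyrate as control, followed by a ONE-Glo read.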
HTT cytoprotect: qHTS Multiplex Assay to Identify Dual Action Probes in a Cell Model of Huntington: Cytoprotection (ATP); PC12 HTT-Q103 induced, cytoprotection, ATP luminescence, 40 h; Potency, µM (highest dose often 56.4 µM), for inactives: cytoprotection (ATP increase), actives largely listed as activators; hit rate 0.14% among 230,000; AID 1471, 2008;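 also: potency is read from the fitted curve at half-maximal effect; % of control where 0% means no effect; nearly all actives have a fitted effect of over 45% in size; toxic huntingtin expression switched on by the ecdysone agonist tebufenozide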
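PC12 cells with ecdysone-inducible HTT exon 1 Q103-GFP, induced with 100 nM tebufenozide and co-treated with library compounds in a dose series (1536-well, 1500 cells/well). Cytoprotection read as ATP content by ATPlite luminescence.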
IMPase Li cell: qHTS Assay for Identifying the Cell-Membrane Permeable IMPase Inhibitors: Potentiation with Lithium; CHO-M1 cells, IP1 TR-FRET (IP-One), carbachol + lithium; hit rate 0.35% among 210,000; Potency, µM (highest dose often 59.4 µM), inactives show at the top dose activity, negative = IMPase inhibition, most hits filed as inhibitors;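 also: IP1 builds up when IMPase is blocked and the TR-FRET signal falls; potency is read from the fitted curve at half-maximal effect; plate controls were basal vehicle for no effect and high inhibitor control for full effect; nearly all actives have a fitted effect of over 50% in size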
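Readout is a homogeneous TR-FRET IP1 immunoassay (Ex 320, Em 665 and 620), where raised cytosolic IP1 lowers signal. Cells were CHO-M1 treated 30 min at 37C with test compounds plus a little lithium; AC50 values came from Hill-equation fitting.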
Luc counter: Counterscreen for Luciferase (Kinase-Glo TM) Inhibition; Luciferin 4-monooxygenase (Photuris pensylvanica), Q27757; Kinase-Glo luciferase, ATP luminescence, 8 min; Potency, µM (series often up to 38.3 µM), without a hit: at the top dose activity change, negative = inhibition, most hits filed as inhibitors; hit rate 0.28% among 200,000; AID 1379, 2008; also: potency is read from the fitted curve at half-maximal effect; % is scaled to controls: 0 for no effect and ±100 for the full control effect; nearly all actives have a fitted effect of over 60% in size
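Kinase-Glo luciferase light output from ATP and luciferin was measured with 10 uM ATP, within the enzyme's linear range. Buffer: 50 mM imidazole pH 7.2, 50 mM KCl, 7 mM MgCl2, 0.01% Tween 20, 0.05% BSA; luminescence read after 8 min at ambient temperature.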
* marks the source's active call; other numbers are inactive results; ? = inconclusive; . = not tested or not shown; ! = a repeat was not active; [ ] = remark or other dose. Unless noted, calls follow the shape of the dose curve; as a rule, active = well fitted curve in the direction sought with a large enough effect; inconclusive = small, poorly fitted or top-dose-only effect, or another doubt; inactive = no such curve, though single readings can be large; an effect the other way counts as inactive or inconclusive.

[1] CCc1ccc(/C=C/C(=O)c2cc(Br)ccc(=O)c2O)cc1
[2] Cc1cccc(CSc2nnc(-c3ccccn3)n2N)c1
[3] CCOC(=O)N1CCC(NC(=O)CSc2cc(=O)n(CC)c3ccccc23)CC1
[4] Cc1csc(NC(=O)c2ccc(S(=O)(=O)N(C)c3ccccc3)cc2)n1
[5] O=c1c2ccccc2c(-c2ccc(O)cc2)nn1-c1cccc(C(F)(F)F)c1
[6] CSc1nc2n(n1)C(c1ccccn1)C1=C(CC(C)(C)CC1=O)N2 (centres undefined)
[7] C[C@@H](CCCCC(=O)Nc1ccc(C(F)(F)F)cc1)NCCc1cnc[nH]1
[8] CCc1ccc2c(c1)C(=O)c1ccccc1C2=O
entry no.,1,2,3,4,5,6,7,8
CBFb RUNX1 block,-27%,-10%,5%,-6%,-2%,-20%,5%[21.7 µM],-26%
HttQ103 aggreg,32%,-15%,?,?,12%,16%,.,7%
LMNA splice mod,?,-7%,-8%,?,5%,-4%,.,?
SMN2 splice enh,-66%[inhibitor],-12%,-2%,-24%,-7%,2%,.,16µM*
HTT cytoprotect,-32%,-7%,3%,-6%,-13%[10 µM],15%,?,.
IMPase Li cell,11%[38.3 µM],-11%[38.3 µM],-9%[38.3 µM],15%[38.3 µM],6%,13%[38.3 µM],20%,-5%
Luc counter,-4%,-3%,-2%,10%,0%,-1%,1%,-7%

[9] Cc1cccc(CN2C(=O)N/C(=C/c3ccc(C)s3)C2=O)c1
[10] CC1CCN(Cc2nnnn2-c2cccc([N+](=O)[O-])c2)CC1
[11] CCN(Cc1ccccc1)C(c1cc2cc(C)cc(C)c2[nH]c1=O)c1nnnn1CCOC (centres undefined)
[12] CC(C)(C)NC(=O)C(=O)NN=C1CCCCCCC1
[13] Cc1ccc(C2OC3=C(C(=O)CC(C)(C)C3)C(N)=C2C#N)o1 (centres undefined)
[14] CCc1ccc(NC(=O)C(=O)NCc2ccccn2)cc1
[15] N#CC(C#N)=Cc1ccc(-c2ccc(S(=O)(=O)N=C(N)N)cc2)o1
[16] COc1ccc(C(=O)NCC(=O)OC2CCCCC2=O)cc1 (centres undefined)
entry no.,9,10,11,12,13,14,15,16
CBFb RUNX1 block,7%,-6%,1%,11%,-3%,6%,4%,-2%
HttQ103 aggreg,-31%,-2%,14%,4%,1%,25%[9.22 µM],?,-18%
LMNA splice mod,-19%,0%,?,3%[46 µM],-6%[46 µM],?,-16%,1%
SMN2 splice enh,5%,?,-4%,8%,?,.,-2%,.
HTT cytoprotect,-30%,0%[10 µM],-19%,-19%,.,24%[10 µM],-13%[10 µM],-4%
IMPase Li cell,43%[activator][38.3 µM],16%,1%[38.3 µM],-7%,4%,3%,-2%,.
Luc counter,-4%,3%,0%,-6%,-3%,-3%,-2%,.

[17] COc1cccc(CSc2nnc(C(F)(F)F)n2Cc2ccc(F)cc2)c1
[18] CCC(C)(C(=O)NC1CCCCC1)N(Cc1cccs1)C(=O)c1ccc(=O)[nH]c1 (centres undefined)
[19] O=C(NCCCO)c1ccc2[nH]c3c(c2c1)CCCC3
[20] CNc1ncc(Cc2ccccc2)s1
[21] CCN(CC(=O)NCc1ccc(F)cc1)Cc1nc2ccccc2c(=O)[nH]1
[22] Cc1cc(/C=N/Nc2nc(N3CCOCC3)nc(N3CCOCC3)n2)c(C)n1-c1ccccc1
[23] COc1ccccc1NS(=O)(=O)c1cccc(N=C2N=C(N)c3ccccc32)c1
[24] CCC(CC)C(=O)Nc1ccc(Sc2ccc([N+](=O)[O-])cc2)cc1
entry no.,17,18,19,20,21,22,23,24
CBFb RUNX1 block,9%,-1%,-6%,-1%,4%,-4%,13%,8%
HttQ103 aggreg,-12%,10%,6%,12%,-6%,?,?,2%
LMNA splice mod,6%,-13%,7%,?,4%,?,?,?
SMN2 splice enh,-15%,2%,-3%,25%,-2%,-23%,0%,.
HTT cytoprotect,24%,19%[10 µM],-14%,.,-14%,29%,14%[10 µM],-66%[inhibitor]
IMPase Li cell,4%[38.3 µM],-3%,10%[38.3 µM],-6%,-5%[38.3 µM],7%,3%,.
Luc counter,-1%,1%,-8%,1%,-3%,-1%,1%,.

Retrieved one by one from above, five records:
[7] C[C@@H](CCCCC(=O)Nc1ccc(C(F)(F)F)cc1)NCCc1cnc[nH]1
[5] O=c1c2ccccc2c(-c2ccc(O)cc2)nn1-c1cccc(C(F)(F)F)c1
[13] Cc1ccc(C2OC3=C(C(=O)CC(C)(C)C3)C(N)=C2C#N)o1 (centres undefined)
[1] CCc1ccc(/C=C/C(=O)c2cc(Br)ccc(=O)c2O)cc1
[20] CNc1ncc(Cc2ccccc2)s1
entry no.,7,5,13,1,20
CBFb RUNX1 block,5%[21.7 µM],-2%,-3%,-27%,-1%
HttQ103 aggreg,.,12%,1%,32%,12%
LMNA splice mod,.,5%,-6%[46 µM],?,?
SMN2 splice enh,.,-7%,?,-66%[inhibitor],25%
HTT cytoprotect,?,-13%[10 µM],.,-32%,.
IMPase Li cell,20%,6%,4%,11%[38.3 µM],-6%
Luc counter,1%,0%,-3%,-4%,1%

The listing continues.
[25] COc1ccc(C(=O)OCC2CC(c3ccccc3)=NO2)cc1OC (centres undefined)
[26] O=C(CSc1nnc(-c2cccnc2)n1C1CCCCC1)NC1CCCC1
[27] COc1ccc(Cl)cc1S(=O)(=O)N1CCCC1=O
[28] CCOC(=O)c1cnn(-c2ncnc3sc4c(c23)CCC4)c1N
[29] O=C(CCCCCNC(=O)c1ccccc1)N/N=C/c1ccco1
[30] COc1ccc(NC(=O)Cn2c(-c3ccccc3)cc(C(C)=O)c2C)c(OC)c1
[31] CCCn1c(N2CCN(S(=O)(=O)Cc3ccccc3)CC2)nc2ccccc21
[32] N#Cc1ccc(/C=N/NC(=O)CCc2ccc(S(=O)(=O)N3CCOCC3)cc2)cc1
entry no.,25,26,27,28,29,30,31,32
CBFb RUNX1 block,10%,7%,11%,-3%,-6%,-4%,6%,-6%
HttQ103 aggreg,-2%,-5%,-5%[9.22 µM],-30%[9.22 µM],9%,-7%,5%,-3%
LMNA splice mod,.,-16%,16%[46 µM],7%,-3%[9.22 µM],.,-10%,2%
SMN2 splice enh,-7%,14%,.,13%,-3%,4%,18%,-10%
HTT cytoprotect,-33%,-10%[10 µM],3%[10 µM],8%,-33%,-60%[inhibitor],-66%[inhibitor],9%[10 µM]
IMPase Li cell,6%,-11%,2%,-1%[38.3 µM],-1%,-29%,30%[activator][38.3 µM],0%
Luc counter,0%,5%,0%,0%,-3%,-1%,2%,-3%

[33] CN(CC(=O)Nc1ccc(SC(F)F)cc1)C1CCCCC1
[34] CCc1nnc(NC(=O)Cn2nc(-c3ccccc3OC)ccc2=O)s1
[35] Nc1ccc(-c2nc3ccc(-c4nc5ccc(N)cc5[nH]4)cc3[nH]2)cc1
[36] CCN(Cc1ccccc1)S(=O)(=O)c1cc(C(=O)NC(C)C2CC3CCC2C3)ccc1OC (centres undefined)
[37] S=C(Cc1ccc(Cl)cc1)N1CCOCC1
[38] CN(C(=O)Nc1cnc2ccccc2c1)c1ccccc1
[39] C=C(C)CNC(=S)Nc1nc2c(cc1C(=O)OCC)CCCC2
[40] CCc1ccc2[nH]c(=O)c(C3C(C#N)=C(N)Oc4c3ccc3cccnc43)cc2c1 (centres undefined)
entry no.,33,34,35,36,37,38,39,40
CBFb RUNX1 block,10%,8%,?,6%,4%,3%,-1%,-22%
HttQ103 aggreg,-12%,-6%,.,-29%,-7%,11%[9.22 µM],20%,?
LMNA splice mod,.,8%,?,?,.,2%[46 µM],2%,-21%
SMN2 splice enh,-5%,7%,?,-45%[inhibitor],8%,?,4.5µM*,-13%
HTT cytoprotect,-37%[inhibitor],-25%[10 µM],-44%,-2%[10 µM],11%,21%[10 µM],9%[10 µM],-46%[inhibitor]
IMPase Li cell,9%,-1%[38.3 µM],10µM*!,7%,-6%,2%,4%,-27%[38.3 µM]
Luc counter,-1%,-2%,2%[39.9 µM],-3%,2%,2%,-1%,0%

[41] Cc1onc(-c2ccccc2)c1C(=O)NC(=S)NNC(=O)c1ccco1
[42] CC1Cc2ccccc2N1c1ncnc2c1nnn2Cc1ccccc1Cl (centres undefined)
[43] COc1ccc(C(=O)/C=C(\N)C(F)(F)F)c(O)c1
[44] O=C(Cn1c(C(F)(F)F)nc2ccccc21)N1CCCC1
[45] CC(=O)NC(CC(=O)O)c1ccc(F)cc1 (centres undefined)
[46] COc1ccc(/C(C)=N/NC(=S)Nc2cc(C)ccc2C)cc1
[47] CCOc1ccc(CC(=O)NCC2(N3CCCCC3)CCCCC2)cc1
[48] CC1(C)CC(CC(=O)O)C(=O)O1 (centres undefined)
entry no.,41,42,43,44,45,46,47,48
CBFb RUNX1 block,-7%,4%,1%,-4%,4%,-1%,5%,-5%
HttQ103 aggreg,-14%[9.22 µM],-7%,5%,21%,-9%[9.22 µM],7%,-7%,15%
LMNA splice mod,.,6%,8%,-4%,8%[46 µM],.,.,8%
SMN2 splice enh,.,-19%,2%,-1%,.,3%,19%,5%
HTT cytoprotect,19%[10 µM],21%[10 µM],14%,-3%,1%[10 µM],-22%,-27%,1%[10 µM]
IMPase Li cell,.,0%,5%[38.3 µM],24%[38.3 µM],6%,18%,6%,12%[38.3 µM]
Luc counter,.,2%,-2%,0%,-1%,-2%,-2%,-3%

Source: PubChem
